TRPV1 ag: activates the human vanilloid receptor TRPV1. Q8NER1. TRPV1-expressing cells, Fluo-8 calcium influx, agonist mode. activation, % at 8.33 µM. 320,000 compounds, 0.19% hits. AID 540275; in the data active = activation above about 80%; inconclusive = between about 30% and that limit; note: 0% is about no effect
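Fluo-8 calcium influx in TRPV1-expressing cells, kinetic read (ex 480/em 520 nm). Compound added and read 3 min for agonist activity, followed by capsaicin at EC20 final and 2 min further read for enhancement.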
p53 reactivation: re-activators of mutant p53 | H1299 p53-A138V BP100-luciferase reporter, luminescence, 24 h | Potency, µM (top dose mostly 92.2 µM), for the others: at the highest dose activity change, positive = activation, most hits filed as activators | 320,000 compounds, 0.063% hits | AID 504706; note: potency is the fitted concentration of half-maximal effect; % of control where 0% means no effect; nearly all actives have a fitted effect of over 45% in size
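H1299 (p53-null), stable ts p53-A138V + BP100-Luc; 1000 cells/well, Opti-MEM/10% FBS; cpd 4 pt, 1:5; 24 h, 37 deg C, 5% CO2; detection reagent 10 min RT; luminescence.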
AT treatment: candidate therapy for ataxia-telangiectasia; 320,000 compounds, 0.19% hits; […] A-T fibroblasts, KAP-1 phosphorylation AlphaLISA; neocarzinostatin DNA damage 30 min before lysis; AID 485349; Potency, µM (top dose mostly 57.5 µM), without a hit: at the top dose activation, usual class: activators; note: potency is the fitted concentration of half-maximal effect; % of control where 0% means no effect; nearly all actives have a fitted effect of over 45% in size
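hTERT-immortalized A-T patient fibroblasts ([…]), 500 cells/well in OPTI-MEM, 1% FBS, got compounds for 60 min, then NCS for 30 min at 37C. Lysates were then assayed for phospho-KAP-1 by AlphaLISA (anti-pKAP1 donor, anti-KAP1 acceptor beads), 6 hr at 25C.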
ELG1 DNA repair: ELG1-dependent DNA repair inhibition; HEK293T ELG1-luciferase reporter, luminescence, 16 h; DNA damage induced by 5-fluorouridine; AID 504467; 330,000 compounds, 2.3% hits; Potency, µM (series often up to 46.1 µM), without a hit: at the top dose activity change, negative = inhibition, actives largely listed as inhibitors; note: potency is the fitted concentration of half-maximal effect; % is set by controls: 0 for no effect and ±100 for the full control effect; nearly all actives have a fitted effect of over 55% in size
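Step one: seed 2,000 cells per well. Step two: pin-transfer compound or DMSO alongside 5-fluorouridine. Step three: incubate 16 hr, 37 °C, 5% CO2. Step four: add ONE-Glo, wait 30 min, read luminescence.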
TCR act: activators of T cell receptors; primary human leukocytes, anti-CD3, IL-2 HTRF, 48 h; Potency, µM (titrated, usually from 9.22 µM), without a hit: at the top dose activation of IL-2 secretion, actives largely listed as activators; 330,000 tested, under 10 active; AID 504894; note: % of control where 0% means no effect
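IL-2 produced over 48 hr by a-CD3 bead-stimulated primary human leukocytes exposed to compounds was detected with a homogeneous time-resolved FRET immunoassay, 665nm acceptor signal after 320nm excitation.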
B2AR arrestin: recruits beta-arrestin to the human beta2-adrenergic receptor; P07550; beta-arrestin recruitment to beta2AR, cell-based reporter; Potency, µM (highest dose often 46.1 µM), without a hit: at the top dose activation, usual class: activators; 330,000 compounds, 0.02% hits; AID 492947;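 note: potency is the fitted concentration of half-maximal effect; 0% = DMSO controls and full agonism = EC100 isoproterenol or metaproterenol; nearly all actives have a fitted effect of over 65% in size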
Target sequence (P07550 whole entry, looked up): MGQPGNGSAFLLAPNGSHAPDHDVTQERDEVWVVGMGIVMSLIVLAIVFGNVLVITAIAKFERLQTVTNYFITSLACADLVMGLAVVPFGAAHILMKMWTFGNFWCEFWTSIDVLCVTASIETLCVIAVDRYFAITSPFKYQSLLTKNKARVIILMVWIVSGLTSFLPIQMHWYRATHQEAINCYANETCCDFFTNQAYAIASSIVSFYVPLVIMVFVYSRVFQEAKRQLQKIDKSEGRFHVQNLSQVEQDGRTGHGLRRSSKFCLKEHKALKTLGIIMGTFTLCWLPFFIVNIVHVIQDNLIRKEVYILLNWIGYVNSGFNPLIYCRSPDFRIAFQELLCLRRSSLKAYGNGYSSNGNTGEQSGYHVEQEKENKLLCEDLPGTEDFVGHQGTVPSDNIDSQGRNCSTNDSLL
Integrin act MD: activators of alpha7 integrin expression for muscular dystrophy | alpha7betagal myoblasts, beta-gal FDG fluorescence, 48 h | Potency, µM (series often up to 38.3 µM), for inactives: top-dose activation, hits mostly activators | 350,000 compounds, 0.064% hits;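 note: potency is the fitted concentration of half-maximal effect; 100% = response of the positive control SU9516; nearly all actives have a fitted effect of over 60% in size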
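Alpha7betagal+/- myoblasts (passage 13) were plated 16-24 hr, then exposed to compounds (1:260 dilution of DMSO stock) for 48 hours at 37C. After MPER lysis, β-galactosidase reporter activity was read as FDG fluorescence (ex 480/em 540) after 30 minutes.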
CXXC DNA block: inhibitors of human MLL CXXC domain-DNA interaction | Q03164 | MLL-CXXC / FITC-HOXA9 DNA fluorescence polarization | 290,000 compounds, 0.037% hits | Potency, µM (top dose mostly 115 µM), for inactives: at the top dose activity change, negative = inhibition, usual class: inhibitors; active = well fitted inhibition curve with a large enough effect in the polarisation, with a control signal flat, not every such curve was filed as active; inconclusive = small, poorly fitted or top-dose-only effect, or effect the other way, or a change in a side signal; inactive = no such curve, though single readings can be large or run the other way; the % refers to the polarisation; note: potency is the fitted concentration of half-maximal effect
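Fluorescence polarization: 7 uM MLL-CXXC (stock) preincubated 5 min with compounds, then 50 nM fluorescein-HOX-A9 DNA (stock) added; 30 min ambient. Buffer 50 mM Tris-HCl pH 7.5, 50 mM NaCl, 1 mM DTT, 0.05% BSA.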
PTAP TSG101 blk: blocks PTAP/TSG101 interaction to inhibit HIV-1 budding; Q99816; 340,000 tested, under 10 active; Potency, µM (highest dose often 115 µM), for inactives: top-dose activity change, negative = inhibition, usual class: inhibitors; Fluorescence polarization, FITC-PTAP peptide / Tsg101 binding; active = well fitted inhibition curve with a large enough effect in the main read-out, with a control signal flat, not every such curve was filed as active; inconclusive = small, poorly fitted or top-dose-only effect, or effect the other way, or a change in a side signal; inactive = no such curve, though single readings can be large or run the other way; note: potency is the fitted concentration of half-maximal effect; % of control where 0% means no effect
Target sequence (Q99816 whole entry, looked up): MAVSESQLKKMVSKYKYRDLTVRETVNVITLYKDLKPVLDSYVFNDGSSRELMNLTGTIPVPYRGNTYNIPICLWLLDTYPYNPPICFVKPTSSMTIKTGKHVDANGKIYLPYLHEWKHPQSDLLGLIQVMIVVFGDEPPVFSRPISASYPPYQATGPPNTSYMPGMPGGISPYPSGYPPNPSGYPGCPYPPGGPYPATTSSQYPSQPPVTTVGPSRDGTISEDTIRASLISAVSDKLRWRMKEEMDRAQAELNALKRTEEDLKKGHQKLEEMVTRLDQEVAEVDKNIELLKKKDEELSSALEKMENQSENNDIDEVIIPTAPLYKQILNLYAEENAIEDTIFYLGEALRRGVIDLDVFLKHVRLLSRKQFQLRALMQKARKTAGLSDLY
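FP read-out: FITC-PTAP peptide, 50 nM final, binding Tsg101 binding domain, 10 uM final; 20 min, r.t.; 10 mM HEPES pH 7.5, 0.15 M NaCl, 0.01% Tween 20, 3 mM EDTA, 0.1 mM TCEP.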
BRCA1 expr act: increases BRCA1 expression. MCF7-BRCA1-FFLuc reporter, luminescence, 48 h; response scale: scaled: vehicle 0%, 10 µM genistein 100%. Potency, µM (doses to about 46.1 µM), for inactives: at the highest dose activation, hits mostly activators. 380,000 compounds, 1.1% hits. AID 624202; note: potency is the fitted concentration of half-maximal effect; nearly all actives have a fitted effect of over 80% in size; some results filed as inactive show a strong effect at the top dose
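48 h compound treatment of MCF7-BRCA1-FFLuc cells (phenol-red free MEM, 37 °C), then 15 min with luciferase substrate and luminescence imaging.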
Active calls of the source: *; ? = inconclusive; nt = no result given; [ ] = remark or other dose. Unless noted, calls come from the whole dose curve; as a rule, active = well fitted curve in the direction sought with a large enough effect; inconclusive = small, poorly fitted or top-dose-only effect, or another doubt; inactive = no such curve, though single readings can be large; an effect the other way counts as inactive or inconclusive. Compounds as they come; overall some 3.8% were active at least once.

Below each SMILES – TRPV1 ag	p53 reactivation	AT treatment	ELG1 DNA repair	TCR act	B2AR arrestin	Integrin act MD	CXXC DNA block	PTAP TSG101 blk	BRCA1 expr act
NC(=O)c1sc2cc(C(F)(F)F)cnc2c1-c1ccccc1
    5	-6%	-1%	17%	3%	-0.3%	20%	0%	-7%	-33%
Cc1ccccc1CNC(=O)c1ccccc1SCC(=O)NCc1ccco1
    2	-5%	-4%	-5%	-1%	-0.5%	-18%	nt	-4%	-22%
O=C(NCc1ccco1)C(=S)N1CCCC1
    0	9%	2%	?	10%	0.5%	1%	-3%	-2%	-8%
Cc1ccc(CN(CC(=O)NCC2CCCO2)S(=O)(=O)c2ccc(C)cc2)cc1 (centres undefined)
    24	18%	2%	9%	1%	-0.2%	10%	-4%	-7%	-8%
CCN(CC)CCCNC(=O)c1nn(-c2ccccc2OC)c(=O)c2ccccc12
    -3	-1%	1%	13%	3%	-0.1%	0%	12%	-4%	2%
CCN(CC(=O)Nc1ccccc1C(F)(F)F)C(=O)CSCc1ccc(C)cc1
    26	-6%	13%	-22%	-2%	-0.2%	17%	nt	-2%	-18%
CC/C(=N\NC(=S)Nc1ccc(OC)cc1)c1ccc(OC(F)F)cc1
    6	5%	0%	-15%	-13%	-1.8%	8%	13%	-1%	-65%
CC(C)c1ccc(N2C(=NC(=O)C3CC3)SC3CS(=O)(=O)CC32)cc1 (centres undefined)
    1	-3%	-4%	2%	9%	-0.2%	-41%[inhibitor]	24%	-1%	4%
CC(=O)c1cc(CCC(=O)NC2CCCCCC2)oc1C
    -1	2%	-2%	14%	5%	-0.3%	34%	-2%	-2%	-30%
O=C1NCCN1CCNS(=O)(=O)c1cc(C(F)(F)F)cc(C(F)(F)F)c1
    4	15%	2%	11%	7%	-0.1%	-19%	-7%	2%	14%
Cc1nc2ccccc2c2oc(C(=O)Nc3ccc4c(c3)OCCO4)cc12
    -3	4%	0%	21µM*	-3%	0.5%	28%	-4%	-4%	3%
Clc1ccc(-c2nnc(-c3ccc(Br)o3)o2)c(Cl)c1
    15	?	-2%	?	nt	-0.2%	11%[7.66 µM]	10%	1%	?
CCCN1C(=O)/C(=C/c2ccco2)SC1=Nc1ccc(OC)cc1
    ?	-5%	-6%	?	6%	-0.7%	-17%	4%	-2%	-56%
N#Cc1nc(COc2ccccc2)oc1N1CCN(c2cccc(Cl)c2)CC1
    -1	-6%	-13%	1%	-25%	-0.8%	12%	0%	-1%	-14%
COc1ccccc1C(c1nnnn1C(C)(C)C)N1CCN(Cc2ccccc2)CC1 (centres undefined)
    6	-8%	2%	-3%	5%[46.1 µM]	0.2%	9%	-2%	-4%	-17%
CC(C)(C)N(NC(=O)Nc1ccccc1)C(=O)c1ccccc1Cl
    0	3%	-1%	-1%	-1%	0.1%	?	1%	2%	-21%
CCC(C)c1ccc(NC(=O)CSc2nncn2N)cc1 (centres undefined)
    6	9%	-9%	?	-1%	-0.2%	0%	-4%	-2%	?
CN1CCN(C(=O)c2ccccc2-c2nc(-c3ccccc3)no2)CC1
    -1	4%	4%	?	4%	-0.7%	-28%	-2%	-3%	-17%
CC1CCc2sc(C(=O)N=Nc3c(O)[nH]c4ccccc34)cc2C1 (centres undefined)
    -1	10%	5%	?	5%[46.1 µM]	0.2%	nt	2%	nt	nt
CCOC(=O)N1CCN(C(=O)c2ccc(Cl)c(S(=O)(=O)N3CCOCC3)c2)CC1
    -2	-4%	-5%	2%	-5%	-0.1%	7%	-5%	-4%	3%
C#CCN(C(=O)c1ccc(OC2CCN(C(=O)CCOC)CC2)cc1)C1CCCCC1
    0	nt	7%	-17%	2%	-0.2%	-40%	-6%	-1%	0%
Cc1ccc(NC2c3ncccc3C(=O)N2c2ccccc2C)cc1C (centres undefined)
    -1	12%	-2%	11%	11%	6.3%	34%	-1%	-1%	14%
CC(C)CNc1oc(-c2ccco2)nc1C#N
    6	-4%	1%	10%	2%[46.1 µM]	0.2%	4%	1%	-6%	-1%
O=C(CSc1cccc2cccnc12)Nc1ccc(S(=O)(=O)N2CCOCC2)cc1
    -6	-16%	0%	10%	4%	-0.1%	-72%[inhibitor]	-11%	-3%	-26%
COc1cc(/C=C(\C#N)C(=O)NC2CCCCC2C)ccc1OS(=O)(=O)c1ccc(C)cc1 (centres undefined)
    1	-33%[inhibitor]	4%	?	8%[46.1 µM]	-0.1%	-8%	1%	-1%	-60%
Cc1ccc(S(=O)(=O)Cc2ccc(C(=O)NCCc3ccccc3)o2)cc1
    81*	5%	-4%	6%	-1%	3.5%	-3%	-4%	-4%	4%
CCOc1ccc(NC(=O)CN2C(=O)COc3ccc(S(=O)(=O)N4CCCC4)cc32)cc1
    3	5%	?	14%	4%	-0.1%	-6%	-4%	-9%	1%
CCOc1ccccc1NC(=O)CSc1nccn1-c1ccccc1
    19	-12%	-1%	-15%	2%	0.1%	9%	-4%	0%	23%
O=C(COc1ccccc1)NCC(c1ccco1)N1CCCCC1 (centres undefined)
    30	2%	0%	19%	-28%	-0.3%	8%	nt	0%	-13%
Cc1ccccc1CSCCNC(=O)c1ccc(N(C)S(=O)(=O)c2ccccc2)cc1
    10	-3%	-1%	?	5%	0.1%	7%[7.66 µM]	2%	-1%	-56%

An excerpt from the list above, for reference:
Below each SMILES – TRPV1 ag	p53 reactivation	AT treatment	ELG1 DNA repair	TCR act	B2AR arrestin	Integrin act MD	CXXC DNA block	PTAP TSG101 blk	BRCA1 expr act
O=C(COc1ccccc1)NCC(c1ccco1)N1CCCCC1 (centres undefined)
    30	2%	0%	19%	-28%	-0.3%	8%	nt	0%	-13%
Cc1ccccc1CSCCNC(=O)c1ccc(N(C)S(=O)(=O)c2ccccc2)cc1
    10	-3%	-1%	?	5%	0.1%	7%[7.66 µM]	2%	-1%	-56%

Continuation:
Below each SMILES – TRPV1 ag	p53 reactivation	AT treatment	ELG1 DNA repair	TCR act	B2AR arrestin	Integrin act MD	CXXC DNA block	PTAP TSG101 blk	BRCA1 expr act
O=C1c2oc3ccc(Cl)cc3c(=O)c2C(c2ccccn2)N1CCCN1CCOCC1 (centres undefined)
    0	-8%	0%	?	8%	-0.1%	-14%	1%	-7%	-4%
O=S(=O)(c1ccc(Cl)cc1)N1CCC(O)(c2cccnc2)CC1
    -7	-1%	3%	-1%	nt	-0.2%	41%	-6%	1%	0%
CCSc1nnc(NC(=O)Cc2ccc(OC)c(OC)c2)s1
    12	-8%	5%	-2%	-5%	0.0%	-7%	-1%	1%	-9%
CCCc1nnc(SCC(=O)NC2CC2)n1CC
    1	-4%	3%	10%	3%	0.2%	-3%	-3%	2%	-14%
Cc1ccc2nc(-c3ccccn3)cc(C(=O)NCCc3ccc(F)cc3)c2c1
    18	-7%	5%	-2%	-5%	-0.9%	-10%	-2%	-3%	-25%
COc1ccccc1N1CCN(C(=O)c2coc(=O)c(Br)c2)CC1
    nt	23%	2%	-6%	-1%	5.6%	8%	1%	-3%	-2%
Cc1nc(CNS(=O)(=O)c2ccc(Oc3ccccc3)cc2)cs1
    1	-15%	4%	?	3%	0.3%	-42%	11%	-3%	-61%
CC(C)(C)c1ccc(/C=N/N2CCN(c3ccccn3)CC2)cc1
    -5	0%	-16%	?	4%	-1.1%	-33%	-17%	-3%	16%
COc1ccc(NC(=S)N2CCC(NC(=O)c3cccc(F)c3)CC2)cc1
    1	-4%	-1%	-1%	-1%	-0.6%	12%	5%	2%	0%
Cc1cc(N2CCN(Cc3cn(C)nc3-c3cccc(Cl)c3)CC2)cc(C)n1
    -3	-5%	-4%	?	-2%	0.0%	-69%[inhibitor]	8%	-2%	-61%
C=CCNC(=O)CN(CCc1ccccc1)S(=O)(=O)c1ccccc1
    9	-3%	-7%	-10%	-20%	0.1%	27%	7%	-1%	3%
COc1cc(C2N(c3ccccc3)CCN2c2ccccc2)ccc1OC(C)=O
    2	?	-2%	0%	-6%	0.2%	7%	-7%	-4%	46%
CN1C(=O)/C(=C/c2ccc(O)c([N+](=O)[O-])c2)N(C)C1=S
    2	-8%	2%	?	5%	-0.3%	1%	-5%	-7%	-9%
CCc1cc(C(c2ccccn2)N2CCN(C)CC2)c(NC(=O)c2ccccc2)s1 (centres undefined)
    22	3%	-6%	-14%	2%[46.1 µM]	0.2%	-32%	0%	-5%	-11%
COc1ccccc1-c1ccc2nnc(SCC(=O)N3CCCC3)n2n1
    -5	-1%	3%	-8%	-4%	0.2%	0%	nt	-5%	19%

From PubChem BioAssay
